# GDH-TPI inh – inhibits GDH-TPI coupling enzymes, artifact for Mtb FBA screen; GDH-TPI coupled enzyme counterscreen, NADH absorbance; inhibition, % at 4.8 µM; 1.2% of 360,000 active; in the data active = inhibition above about 30%;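 also: 0% = DMSO wells and 100% = wells lacking the enzyme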
# TcdB GH inh – TcdB glycohydrolase inhibition; TcdB glycohydrolase enzymatic assay, plate reader; AID 652162; P18177; 0.24% of 350,000 active; inhibition, % at 9.99 µM; in the data active = inhibition above about 10%
# Vc quorum ag – inducers of Vibrio cholerae quorum light production without autoinducers; V. cholerae BH1578 lux reporter, luminescence, 6 h; activation, % at 18.7 µM; 0.16% of 350,000 active; AID 588436; in the data active = activation mostly above about 9.7%, no sharp cut-off; inconclusive = no clear call, values can overlap the other calls; inactive = mostly below about 3.7%; also: not every result past the cut was called active; inactives centre near 0; reference of the scale not given here
# BioA inh – blocks M. tuberculosis BioA enzyme activity; purified M. tuberculosis BioA enzyme, plate reader; inhibition, % at 9.99 µM; 0.096% of 360,000 active; AID 602481; in the data active = inhibition above about 40%; inconclusive = no clear call, values can overlap the other calls
# UGM FP inh – inhibitors of M. tuberculosis UDP-galactopyranose mutase | P9WIQ1 | purified UGM, fluorescence polarization probe displacement | inhibition, % at 10 µM | 0.06% of 320,000 active | AID 504406; in the data active = inhibition above about 10%, passing the limit was not always enough; inconclusive = no clear call, values can overlap the other calls
# Target sequence (P9WIQ1 whole entry, looked up): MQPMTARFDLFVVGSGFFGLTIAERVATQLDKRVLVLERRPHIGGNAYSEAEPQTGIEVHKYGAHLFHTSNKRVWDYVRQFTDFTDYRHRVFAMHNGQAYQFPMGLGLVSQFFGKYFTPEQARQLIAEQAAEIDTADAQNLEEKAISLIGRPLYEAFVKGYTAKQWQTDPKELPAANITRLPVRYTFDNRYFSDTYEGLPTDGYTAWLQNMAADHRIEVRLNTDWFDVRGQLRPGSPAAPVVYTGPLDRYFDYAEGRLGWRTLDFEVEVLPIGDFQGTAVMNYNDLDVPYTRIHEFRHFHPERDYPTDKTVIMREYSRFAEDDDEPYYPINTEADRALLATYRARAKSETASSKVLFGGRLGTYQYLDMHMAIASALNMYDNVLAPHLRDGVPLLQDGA
# Y pestis TopoI – inhibitors of Yersinia pestis topoisomerase I. Y. pestis Topo-I cleavage product accumulation, plate reader. activity, % at 10 µM. 0.064% of 360,000 active; in the data active = activity above about 50%, passing the limit was not always enough; inconclusive = no clear call, values can overlap the other calls; also: inactives centre near 2
# Mtb FBA inh – Mtb fructose-bisphosphate aldolase inhibition; AID 588726; purified M. tuberculosis FBA, fluorescence read-out; P9WQA3; inhibition, % at 1 µM; 2.3% of 360,000 active; in the data active = inhibition above about 27%;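 also: 0% = vehicle and 100% = reference inhibitor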
# Target sequence (P9WQA3 whole entry, looked up): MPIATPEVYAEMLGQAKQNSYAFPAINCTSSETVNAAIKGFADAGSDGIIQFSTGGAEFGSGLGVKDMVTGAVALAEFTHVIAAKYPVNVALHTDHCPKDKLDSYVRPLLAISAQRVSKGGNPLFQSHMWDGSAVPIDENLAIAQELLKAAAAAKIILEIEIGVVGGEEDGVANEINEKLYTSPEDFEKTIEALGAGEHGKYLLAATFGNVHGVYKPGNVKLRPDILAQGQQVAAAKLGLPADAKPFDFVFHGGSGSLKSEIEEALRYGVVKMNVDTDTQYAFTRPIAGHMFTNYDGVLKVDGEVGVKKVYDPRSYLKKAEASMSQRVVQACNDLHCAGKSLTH
# FadD28 FP inh – blocks FadD28 binding to the bisubstrate probe; 0.22% of 360,000 active; inhibition, % at 12.5 µM; fluorescence polarization; in the data active = inhibition above about 8.5%, passing the limit was not always enough; inconclusive = no clear call, values can overlap the other calls
# PfHsp40 yeast – compounds rescuing yeast from Plasmodium falciparum HSP40 toxicity | 0.68% of 340,000 active | growth rescue, % at 12.5 µM | S. cerevisiae expressing PfHsp40, growth rescue, ATP luminescence | AID 504582; in the data active = growth rescue above about 28%, passing the limit was not always enough; inconclusive = no clear call, values can overlap the other calls;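 also: yeast W303a lacking pdr1 and pdr3 grown in galactose medium; growth measured after three days at 30 °C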
# Starred values were filed as active, the others as inactive; i = inactive; ? = inconclusive; . = no result given; & = joins results of further samples.
# Screens in order – GDH-TPI inh	TcdB GH inh	Vc quorum ag	BioA inh	UGM FP inh	Y pestis TopoI	Mtb FBA inh	FadD28 FP inh	PfHsp40 yeast
CCOC(=O)c1cccc(NC(=O)C2CCN(S(=O)(=O)c3cccs3)CC2)c1
→ 4.9	-0.8	-0.2	-0.5	-3.0	-4.4	-1.9	-2.9	-1.5
CCOC(=O)NNC(=O)C12CC3CC(CC(C3)C1)C2
→ 8.5	-0.5	-0.4	0.2	2.2	-0.3	0.5	-1.2	-0.5
O=C(N/N=C/c1c[nH]c2ccccc12)c1ccccc1
→ 22.3	0.9	-0.7	0.2	-1.5	-3.8	-2.4	-3.6	0.2
COc1ccc(C)cc1NC(=O)CN(C)S(=O)(=O)c1cnc[nH]1
→ 6.7	0.9	1.5	0.0	4.2	0.9	-0.1	-2.8	-0.4
Fc1ccc2nc(N3CCCC3)sc2c1
→ -5.7	0.6	i	-0.6	0.2	2.5	4.2	-5.1	-1.2
Cc1ccc(C)c(OCC(=O)N2CCc3ccccc3C2)c1
→ -10.9	1.2	-1.6	1.3	2.4	24.4	2.8	-0.1	-0.5
Nc1nnc(SCc2cn3cc(Cl)ccc3n2)s1
→ 9.2	1.3	i	1.2	0.5	2.2	4.6	-0.8	-1.0
CC1(C)Cc2c(c(-c3ccco3)nc3sc4c(NCC5CCCO5)ncnc4c23)CO1 (configuration not stated)
→ 26.0	.	-0.7	.	1.0	11.9	14.4	-7.2	-0.7
Nc1ccc(C(=O)Nc2ccc3nc(-c4ccncc4)[nH]c3c2)cc1
→ 16.6	3.4	i	.	-1.8	-17.0	-1.2	0.8	1.0
CCOC(=O)C1CCN(C(=O)C(C)Oc2ccc(Br)cc2)CC1 (configuration not stated)
→ 6.6	0.8	-0.2	0.8	0.6	0.2	-3.7	-0.3	-1.9
COc1ccc(N(C(=O)c2ccc(C)cc2)S(=O)(=O)c2cccs2)cc1
→ 13.3	-0.2	-0.3	.	0.9	-9.1	-2.3	-1.0	1.5
COc1cc2sc3cc(NCC[C@@H]4CCCN4C)ccc3c(=O)c2cc1OC
→ 41.8*	1.1	-0.4	0.2	-2.6	-11.0	31.9*	-5.7	1.5
COc1cc(C(=O)O)ccc1OCc1ccncc1
→ 2.5	1.0	0.7	-1.5	-0.4	-2.9	0.8	-0.4	-0.7
Cc1ccc([C@@H]2[C@@H]3C(=O)N(c4ccccc4)C(=O)[C@@H]3[C@]3(C)C(=O)N(CC4CC4)CC(=O)N23)o1
→ -6.0	0.7	-19.4	-1.5	3.9	3.7	1.9	-0.4	22.6
O=C(NCC(c1cccs1)N1CCOCC1)c1cc(F)cc(F)c1 (configuration not stated)
→ 12.4	0.3	i	-1.4	.	0.6	0.4	-2.1	.
COc1ccc(/C=C(\NC(=O)/C=C/c2ccco2)C(=O)NCCc2nc3ccccc3[nH]2)cc1
→ 37.1*	.	-0.3	.	0.1	-4.4	-0.3	-1.4	0.1
COc1cc(OC)cc(C(=O)Nn2cc(C(=O)Nc3c(F)cccc3F)c3ccccc3c2=O)c1
→ 10.3	6.5	-0.3	.	-0.7	4.1	2.6	-5.7	-0.4
C=CC[n+]1c(-c2ccc(OC)c(OC)c2)csc1NNC(=O)Nc1ccccc1
→ 1.2	.	i	-0.6	-1.1	5.3	-2.6	-0.3	0.8
Cc1ccc(S(=O)(=O)NN(Cc2ccccc2)Cc2ccccc2)cc1
→ 10.0	-2.9	-4.8	-0.4	.	26.2	-2.2	-4.6	.
CCCCn1c(N)c(N(CC)C(=O)CN2C(=O)NC(C)(c3ccccc3)C2=O)c(=O)[nH]c1=O (configuration not stated)
→ -2.5	-1.9	-2.2	1.2	0.5	7.5	-1.0	-1.6	-0.4
COc1ccccc1OCCC(=O)OCC(=O)c1[nH]c(C)c(C(C)=O)c1C
→ 8.2	-0.2	i	.	-0.5	7.4	6.3	-2.3	-0.5
Cc1cc(C)c(C(=O)N2CCCC(Nc3ccc(F)cc3)C2)o1 (configuration not stated)
→ -3.5	2.1	-2.5	1.6	1.7	-0.2	1.3	-2.9	-0.4
O=S(=O)(c1ccc2ccccc2c1)N1CCN(c2ccc(O)cc2)CC1
→ 3.1	3.4	i	-0.2	-2.6	5.0	-0.4	0.5	0.2
CC(C)(C)NC(=O)CN(C(=O)CCC(=O)Nc1nccs1)c1ccc(F)c(Cl)c1
→ 2.1	0.4	-0.5	-0.6	1.5	9.4	2.7	0.8	-1.6
O=C1c2cccc3c(Cl)ccc(c23)C(=O)N1O
→ 22.5	.	-1.3	-1.3	2.5	1.0	-3.0	-3.5	6.3
COc1cc2c(cc1OC)C(=Cc1ccc(N(C)C)cc1)C=C2
→ 16.4	-0.7	0.3	-0.5	.	-1.7	-8.7	-0.2	0.1
CCCCNc1cc(=O)n(C)c(=O)[nH]1
→ 1.0	0.9	-0.4	-1.6	-1.2	-3.9	-0.6	-4.5	1.4
COc1cccc(CNC(=O)CCS(=O)(=O)c2cccs2)c1
→ -10.1	.	11.1	1.7	1.9	-1.0	0.4	-1.0	0.3
CC(C)(C)NC(=O)C(=O)N/N=C/c1cccs1
→ 26.7	.	.	-0.5	1.5	10.1	-5.7	0.0	-1.7
O=C(NCCN1CCCCC1)Nc1cccc(C(F)(F)F)c1
→ 8.9	0.7	0.5	1.3	-3.1	-12.2	0.9	-2.9	0.3

# No new results follow: an excerpt of the list.
# Screens in order – GDH-TPI inh	TcdB GH inh	Vc quorum ag	BioA inh	UGM FP inh	Y pestis TopoI	Mtb FBA inh	FadD28 FP inh	PfHsp40 yeast
CCCCNc1cc(=O)n(C)c(=O)[nH]1
→ 1.0	0.9	-0.4	-1.6	-1.2	-3.9	-0.6	-4.5	1.4
COc1cccc(CNC(=O)CCS(=O)(=O)c2cccs2)c1
→ -10.1	.	11.1	1.7	1.9	-1.0	0.4	-1.0	0.3

# Next section.
# Screens in order – GDH-TPI inh	TcdB GH inh	Vc quorum ag	BioA inh	UGM FP inh	Y pestis TopoI	Mtb FBA inh	FadD28 FP inh	PfHsp40 yeast
CC1CCN(C(=O)c2ccc(NC(=O)CC3SC(N4CCCC4)=NC3=O)cc2)CC1 (configuration not stated)
→ 8.8	2.9	-0.4	0.1	4.5	13.4	-1.2	-0.3	0.1
CN[C@H]1C[C@@H](c2ccccc2)N(C(C)=O)C[C@H]1CO
→ .	-6.5	.	-3.5	.	.	0.8	-0.6	.
CCOC(=O)c1[nH]c(C)c(C(=O)OCCOc2cccc(C)c2)c1C
→ 6.2	.	i	.	-3.8	0.9	1.7	-2.6	4.5
CCCCc1c(C)[nH]c(C(=O)OCC)c1C
→ -1.9	0.9	i	.	-1.1	0.8	-1.3	0.0	-0.8
Cc1cccc(N2NC(=O)/C(=C/c3ccc(-c4ccc(Cl)c(C(=O)O)c4)o3)C2=O)c1
→ -6.5	-0.2	-0.3	.	.	-5.2	0.2	?	0.5
CCC(C)(C(=O)NC1CCCC1)N(Cc1cccs1)C(=O)c1ccc2c(c1)OCO2 (configuration not stated)
→ -4.3	.	-0.2	.	2.0	22.9	-3.0	-2.4	0.8
O=C(NNC1CC(=O)N(c2ccc3c(c2)OCCO3)C1=O)c1ccc(Cl)cc1 (configuration not stated)
→ -2.8	-4.0	i	.	-3.1	-0.8	-3.5	-0.2	-0.1
CC(C)C(CCNC1CCN(C)CC1)c1ccc(Cl)cc1 (configuration not stated)
→ -4.1	0.3	0.7	-1.2	0.1	-6.7	0.7	-0.8	1.1
CCC(C)Sc1nc2c(cnn2-c2ccccc2)c(=O)[nH]1 (configuration not stated)
→ 10.3	0.5	-0.2	-0.4	2.7	6.6	2.5	0.1	-0.7
O=C(COS(=O)c1ccccc1)Nc1cc(Cl)ccc1N1CCOCC1 (configuration not stated)
→ 6.2	0.4	i	-0.6	0.3	-0.7	1.7	-4.0	-0.7
Cc1ccc(C)n1-c1c(C(=O)NN)cnn1-c1ccccc1
→ 2.8	-0.5	i	.	0.2	-3.8	1.5	-0.9	0.0
COc1ccc(C2N(c3ccccc3)C(=O)C2(F)F)cc1OC (configuration not stated)
→ 8.2	0.8	0.6	1.4	-3.2	-1.6	1.0	-1.7	-1.9
N#C/C(=C\c1ccc(-c2ccc(C(=O)O)cc2)o1)C(=O)NCC1CCCO1 (configuration not stated)
→ 18.4	.	-2.7	.	-2.6	-2.9	0.8	-1.0	0.0
O=C(NC1(C(F)(F)F)NC(=O)N(C2CCCC2)C1=O)C1CC1 (configuration not stated)
→ -11.0	.	i	-4.3	-2.0	2.3	4.3	-4.7	-0.1
NC(=O)C1CCCN(C(=O)CCCNC(=O)c2ccc(Cl)cc2)C1 (configuration not stated)
→ -3.8	-1.2	-0.2	-0.7	-0.8	8.9	3.2	-2.7	0.1
CC1(C(=O)NS(=O)(=O)C2CC2)CCCN(C(=O)c2ccc(F)c(Cl)c2)C1 (configuration not stated)
→ 2.7	0.6	-0.4	-0.1	.	7.0	-0.4	0.7	.
Cc1cccc(NC2=NC3(CCCCC3)N=C(N)N2)c1C
→ 8.3	.	-0.8	-4.9	1.3	0.0	1.7	-0.8	0.8
COc1ccccc1N1CCN(Cc2cc(OC)c3c(c2)OCO3)CC1
→ 17.1	-3.4	i	0.0	-2.2	-4.5	-1.5	0.3	-1.4
COC(=O)c1sc2[nH]c(=S)n(N)c(=O)c2c1C
→ 31.6*	.	-1.2	.	.	-9.4	3.4	-2.7	-0.2
CCOc1cc(/C=N\NC(=O)CC(=O)NCCc2ccccc2)ccc1O
→ 16.4	-8.3	0.4	.	0.5	8.3	1.2	-4.2	-1.1
Cc1ccc2[nH]c(=O)c(N3CCOCC3)c(-c3ccccc3)c2c1
→ 12.0	.	i	-1.6	-0.5	-6.8	3.4	-2.5	0.1
O=C(O)CSc1nc2c(cnn2-c2ccccc2)c(=O)n1-c1ccc(Br)cc1
→ 4.3	.	-0.4	.	0.5	-0.8	1.5	-3.4	-0.1
COc1cccc(C(=O)/C=C/c2ccc(OCC#N)c(OC)c2)c1
→ 20.2	.	-0.4	0.3	.	0.1	-2.5	-8.9	3.3
Cn1c(C(=O)NCCN2CCOCC2)cc2c(=O)n(C)c3ccccc3c21
→ -2.0	1.7	0.3	0.3	0.8	7.6	16.4	0.8	-1.4
Cc1ccc(C)c(OCc2cc(C(=O)N(C)Cc3ccccn3)no2)c1
→ 1.0	-0.9	2.6	-0.9	2.6	9.1	-1.3	-2.6	0.6
O=C(Nc1ccc(S(=O)(=O)NC2CCCCC2)cc1)c1ccc(Br)o1
→ 15.1	0.2	i	0.6	0.6	2.9	5.2	0.9	0.6
CO/N=C\CC(=O)Nc1ccc(Cl)cc1Cl
→ -1.3	1.4	-0.5	.	-2.9	3.4	-0.9	-1.7	-0.2
Cc1ccc(C(=O)NCCNC(=O)c2ccco2)cc1C
→ -12.6	0.3	-0.4	.	1.8	3.8	-0.3	-4.3	-1.1
COC(=O)c1cc(NS(=O)(=O)c2ccc(NCc3cccnc3)c([N+](=O)[O-])c2)cc(C(=O)OC)c1
→ 10.0	.	-0.1	.	.	8.2	-1.2	-0.8	-1.2
C[C@@H]1CN([C@@H](C)CO)C(=O)c2cccc(NS(C)(=O)=O)c2O[C@H]1CN(C)CC1CCCCC1
→ -0.5	2.2&0.0	i	-1.4&-0.3	-4.8	1.6	4.9	1.4	0.2
Cc1ccc(NCC(O)Cn2cnc3c2c(=O)n(C)c(=O)n3C)cc1 (configuration not stated)
→ -0.8	0.3	-0.6	.	-1.2	3.5	-0.9	0.4	-0.1
Cn1cnc2nc[nH]c2c1=O
→ -3.9	-1.2	-0.7	-0.8	.	-4.7	0.7	-2.6	-1.3
CC1(C)Cc2nc(-c3ccccc3)nc(NNC(=O)c3ccco3)c2CO1
→ -6.4	0.7	i	-0.1	0.1	0.1	-1.2	-0.5	0.3
C=C1CCN([C@H](C(=O)NCc2ccc(Cl)cc2)C(C)C)S(=O)(=O)c2ccccc21
→ 1.7	2.5	i	-1.7	0.3	15.0	-0.9	-0.8	0.2
COc1ccc2c(c1)CSC(c1ccccc1)C2=O (configuration not stated)
→ 16.8	0.5	-0.5	-1.6	.	-7.1	6.8	-2.0	.
C1CCN(Cc2nnnn2C2CCCC2)CC1
→ 1.7	.	1.7	-3.3	2.5	-1.3	0.1	-0.1	0.1

# Compound activity (PubChem BioAssay)
